Screening data from PubChem BioAssay.
ERAP1 inh = human ERAP1 aminopeptidase inhibitors, primary screen, biochemical, single point, plate reader; hit rate 0.15% among 340,000; AID 652197, 2013; inhibition, % at 10.7 µM; recombinant ERAP1, Leu-AMC fluorescence, 60 min; Endoplasmic reticulum aminopeptidase 1 (Homo sapiens), Q9NZ08;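 active = mean replicate inhibition of at least 30%, or all replicates individually reaching that 30% level; inactive = mean below 30% and not every replicate reaching it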;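 also: 0% = neutral control wells and 100% = L-leucinethiol positive control wells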
DENV2 CPE = inhibitors of DENV2 cytopathic effect, primary screen, cell-based, plate reader, single concentration | CPE inhibition, % at 9.99 µM | hit rate 1.7% among 350,000 | DENV2-infected cells, cytopathic effect rescue | AID 651640, 2012; in the data active = CPE inhibition above about 20%, passing the limit was not always enough; inconclusive = no clear call, values can overlap the other calls; tested in BHK-21 cells;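 also: 0% = median of neutral control wells and 100% = median of positive control wells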
SIRT5 inh = SIRT5 desuccinylase inhibitors, primary screen, biochemical, fluorescence imaging, single point, set 5; NAD-dependent protein deacylase sirtuin-5, mitochondrial (Homo sapiens), Q9NXA8; Purified SirT5, succinyl-peptide AMC, trypsin-coupled fluorescence; inhibition, % at 15 µM; hit rate 1.1% among 330,000; AID 652115, 2013; in the data active = inhibition above about 15%; inconclusive = no clear call, values can overlap the other calls
Target sequence (Q9NXA8 whole entry, looked up): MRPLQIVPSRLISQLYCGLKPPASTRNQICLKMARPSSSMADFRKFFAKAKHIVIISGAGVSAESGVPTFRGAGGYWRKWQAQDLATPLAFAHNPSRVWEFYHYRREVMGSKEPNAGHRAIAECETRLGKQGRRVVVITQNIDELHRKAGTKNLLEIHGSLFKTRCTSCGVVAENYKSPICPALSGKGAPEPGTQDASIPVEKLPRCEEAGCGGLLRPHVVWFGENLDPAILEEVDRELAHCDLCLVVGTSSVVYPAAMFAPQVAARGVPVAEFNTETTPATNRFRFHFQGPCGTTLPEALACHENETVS
ERp5 inh = inhibitors of ERp5-driven insulin aggregation, primary screen, biochemical, turbidity, absorbance 650 nm, single point; AID 651711, 2012; hit rate 0.05% among 350,000; Protein disulfide-isomerase A6 (Homo sapiens), Q15084; 90 min; inhibition, % at 9.99 µM;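 active = mean replicate inhibition above about 25%, with every replicate also reaching it, limit read from the data, passing the limit was not always enough; inconclusive = only one of those two criteria met; inactive = neither criterion met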
Target sequence (Q15084 whole entry, looked up): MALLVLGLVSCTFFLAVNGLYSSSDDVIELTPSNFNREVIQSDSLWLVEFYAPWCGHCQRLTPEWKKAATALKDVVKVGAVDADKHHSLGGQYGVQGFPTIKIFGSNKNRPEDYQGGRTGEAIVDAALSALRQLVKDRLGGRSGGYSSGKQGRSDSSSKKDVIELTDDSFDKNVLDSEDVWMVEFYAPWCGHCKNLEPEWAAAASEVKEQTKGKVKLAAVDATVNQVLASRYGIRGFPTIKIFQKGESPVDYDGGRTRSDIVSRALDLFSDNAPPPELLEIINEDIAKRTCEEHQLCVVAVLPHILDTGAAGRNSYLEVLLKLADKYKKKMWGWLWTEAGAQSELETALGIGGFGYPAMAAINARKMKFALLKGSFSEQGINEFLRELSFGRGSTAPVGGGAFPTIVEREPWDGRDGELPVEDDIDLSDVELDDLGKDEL
CFTR F508del cor = F508del CFTR correction, initial screen, CFBE line, single point; CFBE cells, YFP halide quenching; stimulated with forskolin plus potentiator P3; % fluorescence drop versus neutral controls; activity (quench increase), % at 7.58 µM; hit rate 0.36% among 350,000;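 active = mean added fluorescence quench of at least 8% versus neutral control, with both replicates also reaching 8%; inconclusive = only one of the mean or replicate conditions met; inactive = mean below 8% and not both replicates reaching 8%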;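 also: cells transiently co-express mutant CFTR-F508del with the halide-sensitive YFP; corrector assay measuring rescue of mutant channel to the surface after 24 h compound exposure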
Casp6 inh = human caspase-6 inhibitors, primary screen, biochemical, VEID-R110 fluorescence, single point, set 2; P55212; purified caspase-6, Z-VEID-R110 cleavage fluorescence; inhibition, % at 12.5 µM; hit rate 0.53% among 350,000;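 active = mean inhibition across replicates at least about 35%, with every replicate also reaching that limit, limit read from the data; inconclusive = only one of the two criteria met; inactive = neither criterion met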;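 also: 0% = median of neutral control wells and 100% = no fluorescence left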
Target sequence (P55212 24-179 limits assumed): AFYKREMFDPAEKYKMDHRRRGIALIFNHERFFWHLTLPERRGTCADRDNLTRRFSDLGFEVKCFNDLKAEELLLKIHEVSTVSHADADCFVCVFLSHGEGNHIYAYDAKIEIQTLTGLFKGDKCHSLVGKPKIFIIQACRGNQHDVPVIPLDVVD
Target sequence (P55212 194-293 limits assumed): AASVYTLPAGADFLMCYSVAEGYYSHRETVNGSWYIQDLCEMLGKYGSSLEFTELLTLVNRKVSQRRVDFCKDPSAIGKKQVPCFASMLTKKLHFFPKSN
miR-122 sensor = miR-122 Renilla sensor signal increase in Huh7, primary screen, miR-122 inhibitor project, cell-based, single point, plate reader. hit rate 0.3% among 340,000. activation (reporter increase), % at 12.5 µM. Huh7 miR-122 Renilla luciferase sensor, 48 h; neutral wells = 0, positive control = 100. AID 602342, 2012;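 active = mean replicate activation score at least 90 and every replicate individually at or above 90; inconclusive = only one of the two criteria met; inactive = neither criterion met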;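 also: higher luciferase means less miR-122 activity so hits act as miR-122 inhibitors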
Active calls of the source: *; ? = inconclusive; nt = not tested or not shown; & = joins results of further samples; ! = not confirmed by another sample; [ ] = dose if it differs, or a comment.

entry	CFTR F508del cor	DENV2 CPE	ERp5 inh	Casp6 inh	miR-122 sensor	molecule	ERAP1 inh	SIRT5 inh
1	0.8	-2	0	1	nt	CCCC(=O)Nc1ccc(-c2csc(NNC(C)=O)n2)cc1	nt	1
2	0.6	7	13	1	1	COc1cccc(NS(=O)(=O)NC(=O)c2c[nH]c3ccccc23)c1	8	2
3	0.0	-11	6	0	-12	COc1ccc(NC(=O)NNC(=O)C(O)(c2ccccc2)c2ccccc2)cc1	2	1
4	1.9	-4	3	2	nt	CCCc1nc(SCC(=O)NCc2ccco2)c2c(=O)n(C)c(=O)n(C)c2n1	5	-1
5	-9.6	8	2	0	5	CCC(CC)NC(=O)Cc1ccc(F)cc1	-2	-4
6	3.2	0	4	0	0	COc1ccc(OCc2cc(C(=O)NCCCc3ccccc3)no2)c(Cl)c1	-2	-1
7	0.7	-10	2	-1	-2[16.7 µM]	C[C@@H]1CN([C@H](C)CO)C(=O)c2cc(C#CC3(O)CCCC3)cnc2O[C@@H]1CN(C)Cc1cncnc1	2	4
8	3.8	6	0	-2	nt	COc1cccc(-c2ccc([C@@H]3[C@@H](CO)N4C(=O)CN(C(=O)NC(C)C)C[C@@H]34)cc2)c1	-2	-4
9	2.7	?	1	3	nt	CCCNC(=O)N1[C@H](C#N)[C@@H](c2ccc(-c3cccc(OC)c3)cc2)[C@H]1CO	3	2
10	nt	-6	-1	2	2	Cc1ccc(-c2csc3nc(SCC(N)=O)n(Cc4ccccc4)c(=O)c23)cc1	-2	2
11	-2.1	0	1	-1	nt	O=C(NCC(=O)N1CCN(c2ccccc2)CC1)c1ccc(Br)o1	-1	7
12	0.9	1	1	-9	-3	CC(=O)Nc1ccc(CN2CCCN(C)CC2)cc1	3	0
13	3.8	-9	-6	-1	nt	C[C@@H]1COC(=O)[C@@H](Cc2ccc(F)cc2)CC/C=C\C[C@@H](CC(=O)NCCO)C(=O)N1	nt	nt
14	3.2	nt	3	-3	2[16.7 µM]	Cc1ccc(S(=O)(=O)N(C)C[C@@H]2OCCCC[C@H](C)Oc3ccc(NC(=O)CCC(F)(F)F)cc3C(=O)N([C@H](C)CO)C[C@H]2C)cc1	5	7
15	5.3	nt	-4&-1	-2&-4	-9	CCOCCN1CCN(c2c(C)c(C)nc3cc(-c4cc(OC)cc(OC)c4)nn23)CC1	2&0	-1

Some of these compounds in order of their number in ERp5 inh, largest number first:
entry	CFTR F508del cor	DENV2 CPE	ERp5 inh	Casp6 inh	miR-122 sensor	molecule	ERAP1 inh	SIRT5 inh
3	0.0	-11	6	0	-12	COc1ccc(NC(=O)NNC(=O)C(O)(c2ccccc2)c2ccccc2)cc1	2	1
4	1.9	-4	3	2	nt	CCCc1nc(SCC(=O)NCc2ccco2)c2c(=O)n(C)c(=O)n(C)c2n1	5	-1
11	-2.1	0	1	-1	nt	O=C(NCC(=O)N1CCN(c2ccccc2)CC1)c1ccc(Br)o1	-1	7
1	0.8	-2	0	1	nt	CCCC(=O)Nc1ccc(-c2csc(NNC(C)=O)n2)cc1	nt	1

Further results:
entry	CFTR F508del cor	DENV2 CPE	ERp5 inh	Casp6 inh	miR-122 sensor	molecule	ERAP1 inh	SIRT5 inh
16	0.4	-1	-1	-7	-3	CCOc1ccccc1NC(=O)C1(S(=O)(=O)c2ccc(Cl)cc2)CC1	0	-1
17	1.4&0.0	1&9	6&-1	-2&0	-2[16.7 µM]	COc1ccc(NC(=O)N(C)C[C@H]2OCc3cnnn3CCCC(=O)N([C@H](C)CO)C[C@@H]2C)c(OC)c1	2	-3&0
18	1.6	2	-5	1	100*	O=C(C(=O)N(Cc1ccccc1)Cc1ccccc1)c1c(-c2ccccc2)[nH]c2ccccc12	1	5
19	2.6	11	3	1	10[16.7 µM]	C[C@H](CO)N1C[C@H](C)[C@H](CN(C)C(=O)c2ccc(F)cc2)Oc2ncc(C#CC3CC3)cc2C1=O	0	2
20	-1.6	-4	-4	1	13[16.7 µM]	CCCC#Cc1ccc2c(c1)O[C@@H](CN(C)C(=O)CC)[C@H](C)CN([C@H](C)CO)S2(=O)=O	2	3
21	0.7	9	-5	4	nt	Cc1occc1C(=O)N1CCN(S(=O)(=O)c2ccccc2)CC1	4	-4
22	1.9	-2	0	1	5	Cn1c(O)c(N=Nc2ccccc2[N+](=O)[O-])c2ccccc21	-1	-1
23	-2.1	-3	-1	-2	3[16.7 µM]	C[C@@H]1CN([C@H](C)CO)C(=O)c2cccc(NS(=O)(=O)c3ccccc3)c2O[C@@H]1CN(C)Cc1ccc(C(F)(F)F)cc1	-1	6
24	2.6	-5	-2	0	nt	COc1ccccc1-c1ccccc1[C@H]1[C@@H](CO)N(C(=O)C2CCC2)[C@H]1C#N	3	7
25	2.7	-5	-2	1	3[16.7 µM]	COCC(=O)Nc1ccc2c(c1)OC[C@@H](C)N(C(=O)Cc1ccccn1)C[C@@H](C)[C@H](OC)CN(C)C2=O	0	-4
26	0.6	-10	-2	2	-2	O=C(c1cc(COc2ccc(F)cc2Cl)on1)N1CCc2ccccc2C1	1	-2
27	-0.1	8	-2	-182	-1	CC(C)(CNC(=O)c1ccc(S(=O)(=O)Nc2ccccc2F)cc1)N1CCOCC1	0	-2
28	-6.1	-7	4	-2	-9	Cc1cc(C(=O)COC(=O)c2ccc(O)cc2O)c(C)n1-c1ccccc1	-2	0
29	5.0	35*	0	3	nt	Cc1c(Cl)cccc1NC(=O)CC1Oc2ccccc2NC1=O (stereo not drawn)	-2	-4
30	-5.8	7	0	-3	nt	CCOC(=O)[C@]12CCC=C1N(Cc1cccc3ccccc13)C(=O)[C@H](CC(=O)NCCCOC)C2	1	8

Other compounds:
entry	CFTR F508del cor	DENV2 CPE	ERp5 inh	Casp6 inh	miR-122 sensor	molecule	ERAP1 inh	SIRT5 inh
31	1.4	5	6	6	-1	O=C(O)c1c[nH]c2ccc([N+](=O)[O-])cc2c1=O	-6	-5
32	nt	0	3	1	-4	COc1cc(OC)c(-c2cc(C(=O)O)ccc2OC)c(OC)c1	5	-1
33	-2.1	2	-4	3	1	COc1ccccc1CC(=O)Nc1cccc2ccccc12	-2	3
34	-1.9	-4	4	0	-6	CCN(CC(=O)Nc1ccccc1C(F)(F)F)C(=O)/C=C/c1ccc(Cl)c([N+](=O)[O-])c1	13	-3
35	-0.6	nt	-7	-2	-11[16.7 µM]	CO[C@@H]1CN(C)C(=O)c2cc(NC(=O)c3ccccc3)ccc2OC[C@@H](C)N(C(=O)C2CC2)C[C@@H]1C	-2	4
36	2.0	-7	3	5	0	Cc1ccc(OC(=O)CCN2C(=O)c3ccccc3C2=O)cc1C	-4	-4
37	nt	-7	-1	1	-1	COc1cc(/C=N/NC(=O)CCC(=O)NCc2ccccc2)cc(OC)c1OC	-5	6
38	-0.5	-4	-2	-1	-1	O=C(Nc1ccccc1N1CCOCC1)c1ccco1	-3	1
39	-3.4	2	11	10	0	CCOC(=O)c1c(C)oc2ccc(NS(=O)(=O)c3ccc(C(=O)O)cc3)cc12	-1	0
40	-2.0	-13	-1	-80	2	CC[C@H](C)[C@@H](C(=O)NCCCCCCCCCCC(=O)N1CCNCC1)n1cc(CCCCCN)nn1	nt	nt
41	-4.9	2	3	0	-6	COc1ccc2[nH]c(=O)c(CN(C(=O)c3cccnc3)c3ccccc3C)cc2c1	nt	-1
42	0.6	-5	9	4	-5	Cc1cn(C2CCCCC2)c(=O)n(-c2ccccc2)c1=O	-2	nt
43	1.7	-3	-2	-3	-9	CN(Cc1nccs1)C(=O)c1ccc(OC2CCN(CCc3ccccc3)CC2)cc1	0	2
44	2.1	-3	3	5	-1	CCOc1ccc(OCc2cccc(C(=O)O)c2)cc1	-2	7
45	-0.6	2	-3	-2	-21	C=CCN(c1ccccc1)S(=O)(=O)c1cccc(C(=O)N2CCN(c3ncccn3)CC2)c1	0	-5

Compound profiles, from the list above.
Shown for CN(Cc1nccs1)C(=O)c1ccc(OC2CCN(CCc3ccccc3)CC2)cc1 = CFTR F508del cor = 1.7; DENV2 CPE = -3; ERp5 inh = -2; Casp6 inh = -3; miR-122 sensor = -9; ERAP1 inh = 0; SIRT5 inh = 2
Shown for COc1cc(/C=N/NC(=O)CCC(=O)NCc2ccccc2)cc(OC)c1OC = CFTR F508del cor = nt; DENV2 CPE = -7; ERp5 inh = -1; Casp6 inh = 1; miR-122 sensor = -1; ERAP1 inh = -5; SIRT5 inh = 6
Shown for COc1ccccc1CC(=O)Nc1cccc2ccccc12 = CFTR F508del cor = -2.1; DENV2 CPE = 2; ERp5 inh = -4; Casp6 inh = 3; miR-122 sensor = 1; ERAP1 inh = -2; SIRT5 inh = 3

More entries follow:
entry	CFTR F508del cor	DENV2 CPE	ERp5 inh	Casp6 inh	miR-122 sensor	molecule	ERAP1 inh	SIRT5 inh
46	-0.5	1	-5	0	nt	C[C@H]1CN([C@@H](C)CO)C(=O)c2cc(C#CCC3CCCC3)cnc2O[C@@H]1CN(C)S(=O)(=O)c1cccs1	2	2
47	1.8	12	4	-5	nt	CN(CCCN1CCOCC1)Cc1nc(-c2ccccc2)no1	3	-3
48	-3.6	0	1	3	-5	O=C(c1ccc2nc(N3CCCCC3)sc2c1)N1CCN(c2ccccn2)CC1	5	-3
49	-2.9	-7	2	-2	nt	O=C(COC(=O)c1ccc(S(=O)(=O)N2CCCCC2)cc1)Nc1ccccc1	-2	1
50	-2.1	16	1	2	-2[16.7 µM]	C[C@@H]1CN([C@H](C)CO)S(=O)(=O)c2ccc(Br)cc2O[C@H]1CN(C)C	0	-4
51	0.1	-1	2	-1	nt	COc1cccc(NC(=O)CCCN2C(=O)C3CC=CCC3C2=O)c1 (stereo not drawn)	2	-1
52	2.0	5	1	1	-8	Cc1ccccc1Cn1nnc(-c2ccc(F)cc2)n1	-5	-6
53	1.1	-12	5	-1	-6	O=S1(=O)[C@H]2C[C@@H]3C=C[C@]2(CN1Cc1ccc(C(F)(F)F)cc1)O3	1	-2
54	7.1	7	-1	-1	-14	COc1ccc(C(=O)C2CCCN(Cc3cc(C)c(O)c(C)c3)C2)c(OC)c1 (stereo not drawn)	0	7
55	0.1	4	-6	0	-3[16.7 µM]	C[C@@H]1CN([C@@H](C)CO)C(=O)c2cc(C#CC3CC3)cnc2O[C@@H]1CN(C)Cc1ccncc1	-2	5
56	1.0	?	-6	-6	-20	C[C@@H]1CCC(=O)N(CC[C@H](N=[N+]=[N-])c2ccccc2)CC1	-2	-2
57	nt	0	1	-1	nt	Cc1cc(/C=N/NC(N)=S)c(C)n1-c1ccc(Cl)c(Cl)c1	11	-3
58	-2.4&-3.0	67*!	0&6	-2&0	nt	O=C(Nc1cccc(Cl)c1)N1[C@@H]2CNC[C@H]1C2c1ccc(-c2ccccc2)cc1 (stereo partly drawn)	1&0	2&0
